Compound activity deposited in PubChem BioAssay by Sanford-Burnham Center for Chemical Genomics.
SENP7 block – blocks the human protease SENP7 | AID 434973 | Q9BQF6 | recombinant SENP7, Z-RLRGG-aminoluciferin luminescence, 40 min | inhibition, % at 5 µM | actives 1.5% (n = 330,000);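 active = inhibition above about 50% at the single test dose, limit read from the data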;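 note: plate controls were DMSO with enzyme for no effect and no enzyme buffer wells for full effect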
Target sequence (Q9BQF6 706-1050 limits assumed): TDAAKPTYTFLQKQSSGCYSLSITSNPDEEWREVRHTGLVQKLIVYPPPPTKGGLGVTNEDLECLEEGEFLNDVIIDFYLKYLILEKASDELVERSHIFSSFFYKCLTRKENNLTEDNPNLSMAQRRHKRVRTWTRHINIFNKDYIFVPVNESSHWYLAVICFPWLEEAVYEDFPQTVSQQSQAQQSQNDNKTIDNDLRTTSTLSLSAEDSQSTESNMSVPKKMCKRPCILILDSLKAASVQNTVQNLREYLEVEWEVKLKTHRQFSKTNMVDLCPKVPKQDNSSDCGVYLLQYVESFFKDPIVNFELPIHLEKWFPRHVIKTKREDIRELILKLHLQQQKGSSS
SENP6 inh – SENP6 protease inhibition; actives 1.8% (n = 330,000); Q9GZR1; Recombinant SENP6 catalytic domain, aminoluciferin luminescence; AID 2599; inhibition, % at 10 µM;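 active = inhibition above about 50% at the single tested dose, limit read from the data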;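 note: plate controls were DMSO wells with enzyme for no effect and DMSO wells lacking enzyme for full effect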
Target sequence (Q9GZR1 628-1112 limits assumed): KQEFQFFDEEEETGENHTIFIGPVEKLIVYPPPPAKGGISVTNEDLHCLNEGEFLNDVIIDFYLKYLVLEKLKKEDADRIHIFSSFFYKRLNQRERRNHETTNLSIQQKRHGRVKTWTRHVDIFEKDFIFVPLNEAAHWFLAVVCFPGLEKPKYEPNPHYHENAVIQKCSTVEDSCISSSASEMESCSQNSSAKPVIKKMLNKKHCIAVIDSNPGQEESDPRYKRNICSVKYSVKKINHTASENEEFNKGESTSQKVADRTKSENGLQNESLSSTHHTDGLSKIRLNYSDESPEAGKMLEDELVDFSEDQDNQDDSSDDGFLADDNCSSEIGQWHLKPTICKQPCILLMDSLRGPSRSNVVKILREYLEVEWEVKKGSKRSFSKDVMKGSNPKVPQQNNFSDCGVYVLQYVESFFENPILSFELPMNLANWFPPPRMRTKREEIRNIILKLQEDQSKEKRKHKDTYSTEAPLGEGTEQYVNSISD
PfG6PD inh – PfG6PD (Plasmodium falciparum) enzyme inhibition | inhibition, % at 20 µM | PfGluPho enzyme, NADPH resazurin-diaphorase fluorescence | AID 504690 | actives 0.78% (n = 350,000);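 active = inhibition reaching at least a set limit at 20 µM in the primary screen, cut at about 59% in these data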;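 note: 0% = DMSO wells with substrate and 100% = DMSO wells lacking glucose-6-phosphate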
HKDC1 inh – blocks human hexokinase HKDC1 activity; Q2TB90; recombinant HKDC1, G6PDH/diaphorase resazurin coupled fluorescence; inhibition, % at 20 µM; actives 0.16% (n = 340,000);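 active = inhibition above about 35% when tested at 20 µM, limit read from the data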;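 note: plate controls were DMSO wells with enzyme for no effect and DMSO wells lacking enzyme for full effect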
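System: Recombinant HKDC1 hexokinase | Amount: HKDC1 at 5 µg/mL | Reagent: Glucose with 1 mM ATP | Doses: Single 20 µM dose | Incubation: Reaction time 90 min, room temperature, protected from light | Signal: Coupled resazurin fluorescence, excitation 525 nm, emission 613 nm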
Apaf-1 inh – human Apaf-1 inhibition | O14727 | reconstituted apoptosome caspase-3 activity, DEVD-Rh110 fluorescence | inhibition, % at 20 µM | actives 0.71% (n = 330,000); active = inhibition of at least 40% at 20 µM;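 note: plate controls were DMSO wells for no effect and DEVD-CHO caspase inhibitor wells for full effect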
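Assay system: Apoptosome proteins | Medium: pH 7.5 Hepes buffer with CHAPS, BSA, DTT | Also added: Cytochrome c and DEVD-Rh110 substrate | Times: 30 min plus 50 min, RT | Detection: Rhodamine 110 fluorescence at Ex 480/Em 540 nm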
NALP3 yeast inh – NALP3 inhibition in yeast | Yeast reconstituted NLRP3/ASC/caspase-1, beta-gal luminescence, 24 h | inhibition, % at 10 µM | actives 0.39% (n = 330,000) | AID 2825;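 active = inhibition of 50% or more; inactive = inhibition below 50%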;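 note: plate controls were induced DMSO wells for no effect and uninduced yeast grown without galactose for full effect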
SENP8 block-1 – inhibitors of human SENP8 protease. actives 1.2% (n = 330,000). inhibition, % at 10 µM. AID 2540. purified SENP8, Z-RLRGG-aminoluciferin cleavage, luminescence. Q96LD8; in the data active = inhibition above about 50%
Target sequence (Q96LD8 whole entry, looked up): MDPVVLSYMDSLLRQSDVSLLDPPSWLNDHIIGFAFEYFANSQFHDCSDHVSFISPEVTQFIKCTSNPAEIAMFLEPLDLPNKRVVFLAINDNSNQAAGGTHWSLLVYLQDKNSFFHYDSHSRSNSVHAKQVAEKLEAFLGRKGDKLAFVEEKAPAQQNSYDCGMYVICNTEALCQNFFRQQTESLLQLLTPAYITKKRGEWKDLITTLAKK
SENP8 block-2 – inhibitors of human SENP8 protease; Q96LD8; recombinant SENP8, Nedd8 substrate fluorescence; inhibition, % at 20 µM; actives 0.64% (n = 360,000); AID 602440; in the data active = inhibition mostly above about 40%, no sharp cut-off; inactive = mostly below about 27%
SENP1 inh – blocks the human SENP1 SUMO protease catalytic domain; Q9P0U3; recombinant SENP1 catalytic domain, CyPet-SUMO1-YPet FRET cleavage; inhibition, % at 10 µM; actives 0.21% (n = 360,000); AID 624204;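 active = inhibition at least 30% at 10 µM, raw YFP signal under a set limit, fluorescence ratio 0.5 to 1.5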;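 note: 0% = enzyme with DMSO and 100% = no enzyme wells; some results filed as inactive read as strong as hits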
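Assay system – human recombinant His6-tagged SENP1 catalytic domain enzyme · Input – SENP1 enzyme, 20 pM final · Buffer or medium – Tris pH 8 buffer plus EDTA, NaCl, BME, BSA, NP40, catalase · Schedule – 50 min reaction at room temperature · Technique – FRET read of cyan and yellow fluorescence · Control set – no-enzyme wells low, DMSO-plus-enzyme wells high control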
The depositor's hits bear a star; nt = no result given.

SMILES	SENP7 block	SENP6 inh	PfG6PD inh	HKDC1 inh	Apaf-1 inh	NALP3 yeast inh	SENP8 block-1	SENP8 block-2	SENP1 inh
CCOc1ccc(C(=O)O/N=C(\N)c2ccccn2)cc1	100*	98*	14	0	-7	34	97*	7	0
O=C1N/C(=C/c2ccc(N3CCOCC3)o2)C(=O)N1c1cccc(Cl)c1	-7	-8	39	-7	-6	37	-7	-12	-19
CCc1noc(C)c1C(=O)Nc1cc(Cl)ccc1N1CCCC1	2	-7	-4	-7	17	13	1	13	-1
CCc1nc2cccnc2n1-c1ccc(CC(=O)NCCOC)cc1	3	-3	-7	0	-3	2	0	-66	-4
O=C(CCN1C(=O)/C(=C\c2cccc(Br)c2)SC1=S)N1CCOCC1	-8	3	-4	-7	0	4	-5	12	2
CC(C)C[C@H](N)c1cn([C@@H](CCCCN)C(=O)N2CCNCC2)nn1	-1	-14	1	-5	10	17	-6	30	1
CCOC(=O)C1=C(CN2CCCCC2)NC(=O)NC1c1cc(C)ccc1C (stereo not given)	4	-6	-3	0	5	-5	4	-10	0
CCOCCCN(C(=O)c1snc(C(N)=O)c1N)C(C(=O)NC1CCCC1)c1ccc(OC)cc1 (stereo not given)	-6	-25	0	2	-1	7	-3	-310	-7
COc1ccc(NC(=O)CSCC(=O)Nc2ccc(C)c(S(=O)(=O)N3CCCCCC3)c2)cc1	-7	-11	2	5	9	7	-4	9	-1
Cc1ccc(-c2cc(C(F)(F)F)c(C#N)c(SCC(=O)O)n2)cc1	-1	19	6	-2	4	14	0	-59	6
CN1CCN(c2cc(N3CCc4ccccc4C3)c(F)cc2[N+](=O)[O-])CC1	-5	1	3	15	14	15	-2	34	-1
CCOC(=O)c1c(C)[nH]c(C)c1C(=O)Cn1nnc(-c2ccccc2C)n1	5	-3	-18	5	14	3	5	18	0
Cc1ccc(S(=O)(=O)N(C)C)cc1NC(=O)COC(=O)CSc1ccccc1	-2	-6	-2	4	-8	19	1	6	6
CC(Oc1ccc(Cl)cc1Cl)C(=O)NNC(=O)[C@@H]1CCCC[C@@H]1C(=O)O (stereo not given in full)	14	0	-5	-3	-6	20	-4	7	-3
COc1cc(-c2nc3cnccn3c2Nc2ccccc2)ccc1O	0	12	8	6	13	3	8	-450	-115

Sorted by value in SENP6 inh (high to low): some entries from above
canonical_smiles	SENP6 inh
Cc1ccc(-c2cc(C(F)(F)F)c(C#N)c(SCC(=O)O)n2)cc1	19
COc1cc(-c2nc3cnccn3c2Nc2ccccc2)ccc1O	12
CC(Oc1ccc(Cl)cc1Cl)C(=O)NNC(=O)[C@@H]1CCCC[C@@H]1C(=O)O (stereo not given in full)	0
Cc1ccc(S(=O)(=O)N(C)C)cc1NC(=O)COC(=O)CSc1ccccc1	-6
CCOCCCN(C(=O)c1snc(C(N)=O)c1N)C(C(=O)NC1CCCC1)c1ccc(OC)cc1 (stereo not given)	-25

Next records follow.
SMILES	SENP7 block	SENP6 inh	PfG6PD inh	HKDC1 inh	Apaf-1 inh	NALP3 yeast inh	SENP8 block-1	SENP8 block-2	SENP1 inh
CC(=O)c1cccc(N(C(=O)c2ccco2)C(C(=O)NC2CCCC2)c2cccs2)c1 (stereo not given)	0	8	-4	-5	2	16	12	-1	2
COc1cc(/C=N/NS(=O)(=O)c2ccccc2)ccc1OS(=O)(=O)c1ccc(C)cc1	2	0	-6	12	4	-3	2	0	1
Cc1cc(OC(=O)c2cc(F)c(F)cc2Cl)nc(C)n1	-1	-3	-11	-12	-5	-13	-9	19	0
Cc1nc2ccccc2c(=O)n1-c1ccc(NS(=O)(=O)c2ccccc2)cc1	-17	-3	-6	-1	10	22	-7	9	1
C#CCSc1[nH]c(=O)cc(C)c1C#N	-12	-14	-9	-4	-4	-45	-1	-2	2
CCC(NCc1cccnc1)c1ccc(OC)c(OC)c1 (stereo not given)	nt	nt	-18	-3	nt	nt	nt	18	0
N#Cc1ccncc1Sc1ccc(Cl)cc1	0	9	8	-2	7	-13	0	6	0
Cc1nc(Nc2ccccc2C)c2cnn(C)c2n1	nt	nt	-8	2	nt	nt	nt	12	-1
COc1ccc(N2CC(O)=C(c3nc(-c4ccc(Cl)cc4)cs3)C2=N)cc1	-3	-25	2	-7	9	21	-10	-65	-2
COc1cc(NC(=O)CCc2c(C)nn(-c3ccc(N4CCOCC4)nn3)c2C)cc(OC)c1OC	-2	1	2	-2	-7	12	-13	-13	0
O=C(Cc1c(F)cccc1Cl)Nc1cc(S(=O)(=O)N2CCOCC2)ccc1N1CCCC1	-6	-30	-2	-5	14	4	-13	6	-1
CC1CCCC(NC(=O)COC(=O)/C=C/c2ccc(F)cc2)C1C (stereo not given)	2	6	-5	-6	-1	2	-5	2	0
Cc1cccc(C(=O)NNC(=O)Nc2ccccc2)c1	-1	0	-1	-7	-1	-10	4	19	1
COCCn1cc(C(=O)NCc2cccs2)c2c3ccccc3n(C)c2c1=O	8	1	21	0	-12	-3	3	-291	-25
Cc1cccc(C(=O)Nc2ccccc2N2CCN(c3ccc(F)cc3)CC2)c1	-7	-10	10	0	27	30	-7	3	-17
COc1ccc(CCN(C)C2CCCN(C(=O)Cn3cccn3)C2)cc1OC (stereo not given)	-14	-4	-13	-1	-5	9	-5	4	0
N/C(=N\OC(=O)c1ccc(Br)o1)c1ccccn1	88*	50*	0	-2	-10	21	64*	15	2
Cc1cc2c(NC(=O)Nc3ccc(F)cc3)cccc2nn1	4	-13	13	3	22	11	-2	-11	-3
C/C(=N\NC(=O)c1ccc(OC2OCCOC2Oc2ccc(C(=O)N/N=C(\C)c3ccncc3)cc2)cc1)c1ccncc1 (stereo not given)	-1	14	-24	24	11	-4	-2	16	1
Cn1c(SCC(=O)c2ccc(F)cc2)nnc1-c1ccccc1N	9	-5	-4	-8	1	9	-3	13	1
CCOC(=O)C1(CCCc2ccccc2)CCN(C(=O)[C@@H]2C[C@@H](C)NC(=S)N2)CC1	-3	3	5	-13	0	29	2	8	1
Cc1cc(OCCCCCNCCO)cc(C)c1Cl	0	-4	3	-3	5	7	-8	14	1
COCC(C)NS(=O)(=O)c1ccc(C(=O)NCCCn2ccc3ccccc32)cc1 (stereo not given)	1	-14	11	-4	1	11	-6	10	-1
CCOC(=O)c1c(C)[nH]c(C(=O)COC(=O)c2cc(C)oc2C)c1C	-1	-7	3	-4	3	5	11	-1	-1
CCOC(=O)Nc1csnn1	-6	-16	-4	4	-2	10	-8	9	0
O=C(N/N=C/c1cccc([N+](=O)[O-])c1)C1CC(=O)N(c2ccc(F)cc2)C1 (stereo not given)	2	-38	41	2	1	-12	-2	18	1
CC1=C(C(=O)N(C)CCC#N)C2(CCCCC2)OC1=O	2	3	5	-4	1	3	-10	2	0
COc1ccc(/C=C(/NC(=O)c2ccccc2)C(=O)N/N=C/c2sccc2C)cc1	-11	-10	-6	-11	1	-8	-14	-131	-21
COc1ccccc1CN1CCN(C(=O)c2ccncc2)CC1	-2	-25	-21	-11	-7	16	-3	26	0
COc1cc(CCC(N)c2cccc(O)c2)cc(OC)c1OC (stereo not given)	nt	nt	-1	-5	nt	nt	nt	12	1
Oc1ccc(Nc2nc(-c3ccc(O)cc3)cs2)cc1	-7	-36	29	1	-4	6	-18	-13	-1
Cc1ccc(C)c(S(=O)(=O)N/N=C/c2ccc(C(=O)O)cc2)c1	-1	-5	-10	-9	-3	2	-13	24	1
O=C(Nc1cccc(C(=O)O)c1)Nc1cccc2ccccc12	3	27	4	5	3	-2	9	-53	4
Cc1ccc(-n2nnnc2SCC(=O)Nc2ccccc2-c2ccccc2)cc1C	0	-1	4	-4	-3	8	-4	8	0
CCCCCCC(=O)N/N=C(\C)Cc1ccccc1	-12	5	-8	-3	-8	0	-6	10	1
O=C(Nc1ccc(Cl)cc1)c1cccnc1N1CCCCC1	-16	8	5	7	7	-14	-4	-18	-3
CN(C)C(=O)[C@H]1C[C@H]1[C@@H](O)[C@H](CO)NC(=O)[C@H](COCc1ccccc1)NC(=O)OC(C)(C)C	-4	0	-14	-1	-11	17	0	20	1
Cc1ccc(C(=O)CSc2nnc3n2CCCCC3)s1	-12	-7	2	2	2	4	-14	19	1
CS(=O)(=O)c1ccc(C(=O)OCC(=O)N2CCCc3ccccc32)cc1	-5	-4	1	-6	-5	10	11	4	2
Cc1ccc(NC(=O)N2CCCCCC2)cc1C	1	-7	0	1	10	20	-10	16	1
O=C(Nc1cccc(O)c1)c1ccc(NC(=O)C2CCCO2)cc1 (stereo not given)	15	15	-6	-5	4	21	-1	18	1
CC(Oc1ccc(Br)cc1)C(=O)Nc1cc(S(=O)(=O)N2CCOCC2)ccc1N1CCCC1 (stereo not given)	0	0	6	-1	29	1	4	8	0
O=c1cc(-c2ccc([N+](=O)[O-])cc2)c2ccc(O)cc2o1	1	-15	-22	-1	-10	8	1	22	4
CS(=O)(=O)Nc1cccc(C2=NN(C(=O)c3ccccc3Cl)C(c3ccccc3O)C2)c1 (stereo not given)	-1	-12	-7	7	12	13	-3	21	-1
O=[N+]([O-])c1ccc(N2CCN(Cc3ccc4c(c3)OCO4)CC2)nc1	-11	-21	2	-2	3	6	-4	9	1
CC1(C)CC(NC(=S)NCc2ccco2)CC(C)(C)N1	6	12	-3	-10	-3	0	-1	4	-2
COc1ccccc1NC(=O)Cc1noc(CSc2cc(C)c3ccccc3n2)n1	-3	-8	23	1	14	12	-3	7	-2
COC(=O)c1ccc(C(=S)N2CCOCC2)cc1	6	-5	48	-3	5	15	-7	24	2
O=C(O)CSc1ncnc2scc(-c3ccc(Br)cc3)c12	2	-14	-32	-3	-27	13	2	9	2
Cc1ccc(NS(=O)(=O)c2ccc(NC(=O)c3ccc(Br)o3)cc2)c(C)c1	7	11	-6	2	18	13	3	9	-2
CNCCCCOc1ccccc1-c1ccccc1	3	4	0	-9	-14	15	9	18	2
Cc1cc(C)cc(CC(CC(=O)Nc2ccc(Cl)cc2)C(=O)O)c1 (stereo not given)	9	5	-14	1	4	14	5	6	0
Cc1ccccc1Nc1nc(N)nc(CN2C(=O)NC3(CCCCC3C)C2=O)n1 (stereo not given)	1	2	0	-5	5	16	3	14	1
O=C(NNC(=S)NC1CCCCC1)c1sc2ccccc2c1Cl	10	17	-13	-13	21	-6	10	-109	0
CCNC(=S)NNC(=O)c1cc(-c2cccc(OC)c2)nc2ccccc12	11	57*	24	-9	14	15	41	-56	2
CCC(C)C(Nc1ncnc2scc(-c3ccccc3)c12)C(=O)O (stereo not given)	1	-23	-19	3	-14	10	-1	6	0
CCCCc1nc2cc(C(=O)NCCc3cnn(C)c3)ccc2o1	-5	-10	2	-4	-1	2	0	7	-1
CCOP(=O)(OCC)c1nc(-c2cccc3ccccc23)oc1NCc1ccccc1	3	4	34	-6	2	-3	4	-339	-17

In a second layout: entries from further up
| Structure | SENP7 block | SENP6 inh | PfG6PD inh | HKDC1 inh | Apaf-1 inh | NALP3 yeast inh | SENP8 block-1 | SENP8 block-2 | SENP1 inh |
| --- | --- | --- | --- | --- | --- | --- | --- | --- | --- |
| CCNC(=S)NNC(=O)c1cc(-c2cccc(OC)c2)nc2ccccc12 | 11 | 57* | 24 | -9 | 14 | 15 | 41 | -56 | 2 |
| CCC(C)C(Nc1ncnc2scc(-c3ccccc3)c12)C(=O)O (stereo not given) | 1 | -23 | -19 | 3 | -14 | 10 | -1 | 6 | 0 |
